Bioassay records (PubChem BioAssay)
D2 ag = HTS Assay for Allosteric Agonists of the Human D2 Dopamine Receptor: Primary Screen for Agonists; D(2) dopamine receptor (Homo sapiens), P14416; HEK293 T-REx D2 cells, calcium flux agonist mode; activation, % at 2 µM; 340,000 tested, 0.53% active;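 active = activation over 3 SD above normal in the single-dose calcium agonist read, cut at about 30% in these data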; also: 0% is about no effect
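Calcium-flux readout, 1 cycle/sec over 180 s following compound pin transfer, in inducible HEK293 Trex D2 cells (force-coupled); dopamine controls included. Positive calcium responses during this window marked compounds as potential agonists.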
D1 agonist = Allosteric Agonists of the Human D1 Dopamine Receptor: qHTS | D(1A) dopamine receptor (Homo sapiens), P21728 | HEK293 T-REx D1 cells, calcium flux, agonist mode | activation, % at 2 µM | 360,000 tested, 1% active | AID 504660, 2011; also: 0% is about no effect
Target sequence (P21728 whole entry, looked up): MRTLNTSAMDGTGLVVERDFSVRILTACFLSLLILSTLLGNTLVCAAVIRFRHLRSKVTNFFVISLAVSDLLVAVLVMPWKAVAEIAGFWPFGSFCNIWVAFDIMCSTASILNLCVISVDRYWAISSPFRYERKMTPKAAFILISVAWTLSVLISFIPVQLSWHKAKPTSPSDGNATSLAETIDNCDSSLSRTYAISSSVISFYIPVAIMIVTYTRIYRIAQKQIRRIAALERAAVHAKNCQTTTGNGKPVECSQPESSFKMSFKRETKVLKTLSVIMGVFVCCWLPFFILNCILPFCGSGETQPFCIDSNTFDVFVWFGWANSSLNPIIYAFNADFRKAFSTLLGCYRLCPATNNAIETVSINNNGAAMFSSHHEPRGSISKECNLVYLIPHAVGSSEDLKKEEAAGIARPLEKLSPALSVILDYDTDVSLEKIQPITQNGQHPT
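Agonism was scored from calcium flux recorded over 180 s (1 read/s) after pintool compound addition, following a 10-cycle baseline. Cells were inducible force-coupled HEK293 TREx D1, plated overnight at 30 C and loaded with no-wash calcium dye.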
D1 potentiator = Potentiators of Human D1 Dopamine Receptor: qHTS | potentiation, % at 10 µM | HEK293 TREx D1 cells, calcium flux, dopamine EC20 potentiation | 360,000 tested, 0.036% active | AID 504651, 2011; in the data active = potentiation above about 30%; also: 0% is about no effect
TRHR agonist = qHTS for Small Molecule Agonists and Allosteric Enhancers of Human TRH Receptor: Primary Screen for Agonists | Thyrotropin-releasing hormone receptor (Homo sapiens), P34981 | TRHR cells, calcium flux fluo-8, FDSS agonist mode | activation, % at 2 µM | 360,000 tested, 0.18% active | AID 493084, 2011; also: 0% is about no effect
Target sequence (P34981 whole entry, looked up): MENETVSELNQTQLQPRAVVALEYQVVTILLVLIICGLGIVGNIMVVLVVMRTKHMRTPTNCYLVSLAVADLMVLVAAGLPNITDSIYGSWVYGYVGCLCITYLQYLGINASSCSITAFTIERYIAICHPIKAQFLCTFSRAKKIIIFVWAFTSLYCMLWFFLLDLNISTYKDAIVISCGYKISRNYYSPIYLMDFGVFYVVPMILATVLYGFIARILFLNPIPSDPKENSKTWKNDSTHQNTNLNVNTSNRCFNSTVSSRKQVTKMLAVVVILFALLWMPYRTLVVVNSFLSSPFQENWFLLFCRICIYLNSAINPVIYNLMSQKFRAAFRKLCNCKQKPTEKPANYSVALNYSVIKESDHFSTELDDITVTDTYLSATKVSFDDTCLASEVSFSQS
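Fluo-8-loaded TRHR cells; 10 s baseline, compound added, kinetic Ca2+ fluorescence read 1/s, agonist mode.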
D2 PAM = HTS Assay for Positive Allosteric Modulators of the Human D2 Dopamine Receptor: Primary Screen for Potentiators | 340,000 tested, 0.34% active | HEK293 T-REx D2, calcium flux, EC20 dopamine potentiation | potentiation, % at 10 µM | D(2) dopamine receptor (Homo sapiens), P14416;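 active = potentiation over 3 SD above the plate norm, cut at about 30% in these data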; also: 0% is about no effect
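Tetracycline-induced Hek293 Trex D2 cells, force-coupled to calcium, loaded with no-wash calcium dye. Compound added with 180 s kinetic read for agonism, then EC20 dopamine and a further 180 s read for potentiation.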
RXFP1 antag = qHTS Assay for Antagonists of the Relaxin Receptor RXFP1. HEK293-RXFP1, relaxin-stimulated cAMP HTRF, 30 min; stronger effect = lower value. activity change, negative = inhibition, % at 57.5 µM. Relaxin receptor 1 (Homo sapiens), Q9HBX9. 350,000 tested, 0.59% active;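 active = activity change of -60% or lower, but not beyond a set lower limit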; also: % is scaled to controls: 0 for no effect and ±100 for the full control effect
D1 antagonist = Antagonist of Human D 1 Dopamine Receptor: qHTS | HEK293 TREx D1 cells, calcium flux, dopamine EC80; stronger effect = lower value | 360,000 tested, 3.2% active | AID 504652, 2011 | activity change, negative = inhibition, % at 10 µM; in the data active = activity change below about -30%; also: % is scaled to controls: 0 for no effect and ±100 for the full control effect
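Inducible Hek293 Trex D1 cells (tetracycline, overnight, 30 C). Calcium dye 30–90 min RT. Antagonist mode: EC80 dopamine added after 180 s compound read.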
D2 antag = HTS Assay for Allosteric Antagonists of the Human D2 Dopamine Receptor: Primary Screen for Antagonists; D(2) dopamine receptor (Homo sapiens), P14416; HEK293 TREx D2 cells, calcium flux, dopamine EC80; inhibition, % at 10 µM; 340,000 tested, 2% active; AID 485344, 2010; in the data active = inhibition above about 30%; also: 0% is about no effect
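In this primary screen, negative modulation is detected by tracking calcium flux after an EC80 dopamine challenge in inducible HEK293 T-REx D2 cells preexposed to test compound for 180 s.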
TRHR PAM = qHTS for Small Molecule Agonists and Allosteric Enhancers of Human TRH Receptor: Primary Screen for Enhancers. Thyrotropin-releasing hormone receptor (Homo sapiens), P34981. TRHR cells, fluo-8 calcium fluorescence, EC20 TRH enhancement. enhancement, % at 2 µM. 360,000 tested, 0.66% active; in the data active = enhancement above about 30%; also: 0% is about no effect
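Enhancer read-out: after compound pinning and an initial kinetic agonist-mode read, an EC20 of TRH (10 nM final) was injected and fluo-8 calcium signal (Ex 480/Em 530) followed at 1 s/cycle for 100 cycles in TRHR-expressing cells.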
The depositor's hits bear a star; nt = no result given. Rule as the data show it, unless noted: active = activation above about 30%; inactive = the rest. Not a hit list, and some 7.1% of all compounds hit somewhere here.

SMILES	D2 ag	D1 agonist	D1 potentiator	TRHR agonist	D2 PAM	RXFP1 antag	D1 antagonist	D2 antag	TRHR PAM
COc1ccccc1N1C(=O)c2ccccc2NC1c1cc(OC)c(OC)c(OC)c1 (stereo not drawn)	0.3	2	-6	-0.1	15	9	-3	4	-16
CCc1cc2cc(C(=O)Nc3ccc(C)cc3)sc2s1	-0.3	-1	5	0.1	12	3	0	-3	0
COc1ccc(NC(=O)c2cn(-c3ccccc3)nc2-c2cc3ccccc3o2)cc1	-0.4	5	-10	1.5	-10	-4	-5	-2	-1
CC(CCc1ccccc1)NC(=O)C1CCN(S(=O)(=O)N2CCCCC2)CC1 (stereo not drawn)	-0.7	1	-2	-1.1	3	-14	-9	-4	-6
Cc1cccc(CCNC(=O)CCNS(=O)(=O)c2cc(Br)cnc2N)c1	0.1	1	0	-0.8	2	19	0	12	-1
CC(C)CCNC(=O)CN1C(=O)CSc2ccc(S(=O)(=O)N3CCC(C)CC3)cc21	0.6	-1	4	-0.3	2	-17	-10	nt	-1
COc1ccccc1C(=O)OCC(=O)NCCNC(=O)COC(=O)c1ccccc1OC	-0.1	1	24	0.0	-1	2	9	-7	10
Cc1ccccc1NC(=O)CCS(=O)(=O)c1ccc(Br)s1	-0.4	6	-4	0.2	-9	4	11	-6	-3
Cc1ccccc1Nc1cc(C(=O)NCc2cccs2)c2ccccc2n1	-0.9	-1	1	0.1	-6	1	-6	nt	-7
Cc1cccc(N2CC34C=CC(O3)C(C(=O)O)C4C2=O)c1 (stereo not drawn)	0.3	1	0	-0.1	10	3	-13	-17	2
COc1cc(C(=O)NC(=S)Nc2ccccc2N2CCCC2)cc(OC)c1OC	-0.8	3	0	-0.8	7	17	1	43*	-2
O=C(Cn1ncc2c3ccccc3n(Cc3ccccc3F)c2c1=O)NCCCN1CCCC1=O	0.5	5	0	0.6	1	-10	16	11	-1
COc1ccc(S(=O)(=O)NCC(=O)O)cc1C(=O)NC1CCCCC1	-0.5	2	1	-0.3	9	10	10	16	1
Cc1cc(C)c(OCCCON2C(=O)CCC2=O)c(Br)c1	0.1	-1	-4	-1.1	3	-2	-13	-11	6
CCn1c(=O)c(C(=O)Nc2ccccc2C)c(O)c2ccccc21	0.4	0	0	0.5	-1	0	1	14	0
COc1ccc(-n2c(C)nc3sc4c(c3c2=O)CCC4)cc1	-1.3	2	-11	-1.7	0	-30	21	-10	9
O=C(CSc1nccn1-c1cccc(Cl)c1)Nc1cccc2ccccc12	0.9	3	2	0.2	-5	-2	11	nt	17
COc1ccc(NC(=O)N(Cc2cc3cc(OC)ccc3[nH]c2=O)CC2CCCO2)cc1 (stereo not drawn)	0.3	0	-2	-0.2	3	-5	-7	-3	0
CS(=O)(=O)Nc1ccc(C(=O)NCc2ccco2)cc1	1.7	2	-3	2.3	nt	4	2	-1	6
CCN(C(=O)CSc1nc(-c2ccc(C(C)C)cc2)no1)c1ccccc1	1.0	19	0	1.9	-2	-17	-10	nt	-3
O=C(O)c1cccc(-n2cccc2/C=N/O)c1	0.1	2	0	-0.1	0	-10	-10	-7	2
O=C1OCC2=C1C(c1ccccc1)CC(=O)N2c1cccc(F)c1 (stereo not drawn)	-1.6	1	-3	-1.3	5	-19	-16	1	-11
O=C1C2C3C=CC(C3)C2C(=O)N1CCCCCCN1C(=O)C2C3C=CC(C3)C2C1=O (stereo not drawn)	0.5	2	0	-0.3	9	-12	2	9	32*
O=C(c1ccc(Cl)cc1Cl)N1CCC(c2nc3c(nnn3Cc3ccco3)c(=O)[nH]2)CC1	0.8	-1	-9	0.3	10	-1	-15	-12	-1
COc1ccc2c(c1OC)C(=O)N1c3ccccc3C(=O)N(c3ccccc3)C21 (stereo not drawn)	-0.5	0	-3	-0.2	1	0	-2	-5	-6
COc1cccc(/C=C/c2nc3c(cnn3-c3ccccc3)c(=O)[nH]2)c1	0.8	2	-7	0.2	9	2	-28	9	1
O=C(COC(=O)CNS(=O)(=O)c1ccc(Br)cc1Cl)NCCc1ccccc1	-0.8	3	-7	-0.4	0	-15	-34*	14	7
O=C(CN(C(=O)CNS(=O)(=O)c1ccccc1)c1ccc2c(c1)OCCO2)NCc1ccco1	nt	3	0	-0.1	nt	4	-11	nt	-4
CCCCN(C)C(=O)CCC(=O)Nc1ccc2nc(N3CCN(C)CC3)cc(C)c2c1	-0.6	1	-1	-0.1	14	-1	12	2	8
COc1cccc(OCc2nc(-c3cccc([N+](=O)[O-])c3)no2)c1	-0.9	6	4	-0.1	nt	9	-5	-16	24

Another view of 13 compounds above:
Fields: D2 ag, D1 agonist, D1 potentiator, TRHR agonist, D2 PAM, RXFP1 antag, D1 antagonist, D2 antag, TRHR PAM
> CCn1c(=O)c(C(=O)Nc2ccccc2C)c(O)c2ccccc21
  0.4, 0, 0, 0.5, -1, 0, 1, 14, 0
> COc1ccc(-n2c(C)nc3sc4c(c3c2=O)CCC4)cc1
  -1.3, 2, -11, -1.7, 0, -30, 21, -10, 9
> O=C(CSc1nccn1-c1cccc(Cl)c1)Nc1cccc2ccccc12
  0.9, 3, 2, 0.2, -5, -2, 11, nt, 17
> COc1ccc(NC(=O)N(Cc2cc3cc(OC)ccc3[nH]c2=O)CC2CCCO2)cc1 (stereo not drawn)
  0.3, 0, -2, -0.2, 3, -5, -7, -3, 0
> CS(=O)(=O)Nc1ccc(C(=O)NCc2ccco2)cc1
  1.7, 2, -3, 2.3, nt, 4, 2, -1, 6
> CCN(C(=O)CSc1nc(-c2ccc(C(C)C)cc2)no1)c1ccccc1
  1.0, 19, 0, 1.9, -2, -17, -10, nt, -3
> O=C(O)c1cccc(-n2cccc2/C=N/O)c1
  0.1, 2, 0, -0.1, 0, -10, -10, -7, 2
> O=C1OCC2=C1C(c1ccccc1)CC(=O)N2c1cccc(F)c1 (stereo not drawn)
  -1.6, 1, -3, -1.3, 5, -19, -16, 1, -11
> O=C1C2C3C=CC(C3)C2C(=O)N1CCCCCCN1C(=O)C2C3C=CC(C3)C2C1=O (stereo not drawn)
  0.5, 2, 0, -0.3, 9, -12, 2, 9, 32*
> O=C(c1ccc(Cl)cc1Cl)N1CCC(c2nc3c(nnn3Cc3ccco3)c(=O)[nH]2)CC1
  0.8, -1, -9, 0.3, 10, -1, -15, -12, -1
> COc1ccc2c(c1OC)C(=O)N1c3ccccc3C(=O)N(c3ccccc3)C21 (stereo not drawn)
  -0.5, 0, -3, -0.2, 1, 0, -2, -5, -6
> COc1cccc(/C=C/c2nc3c(cnn3-c3ccccc3)c(=O)[nH]2)c1
  0.8, 2, -7, 0.2, 9, 2, -28, 9, 1
> O=C(COC(=O)CNS(=O)(=O)c1ccc(Br)cc1Cl)NCCc1ccccc1
  -0.8, 3, -7, -0.4, 0, -15, -34*, 14, 7

New compounds follow:
SMILES	D2 ag	D1 agonist	D1 potentiator	TRHR agonist	D2 PAM	RXFP1 antag	D1 antagonist	D2 antag	TRHR PAM
Nc1ccc2c(c1)OC1(CCCC1)O2	-0.2	1	-3	-0.1	0	-13	-37*	-10	4
CCOC(=O)N1CCN(C(=O)CN(c2ccc(OCc3ccccc3)cc2)S(C)(=O)=O)CC1	0.0	4	4	0.2	13	7	9	-16	1
CCOC(=O)c1c(-c2ccc(C)cc2)csc1NC(=O)C1CC=CCC1C(=O)O (stereo not drawn)	0.2	0	-1	0.2	2	-2	-7	-24	-2
Cn1c(=O)c2c(ncn2CCc2ccccc2)n(C)c1=O	nt	7	-2	0.2	nt	9	2	nt	-6
COc1ccc2nc(Cl)c(C3CC(c4ccco4)=NN3C(=O)CCCC(=O)O)cc2c1 (stereo not drawn)	0.5	2	0	0.3	10	-1	-13	8	0
COc1ccc2cc(CCNC(=O)c3cc4ccccc4o3)c(=O)[nH]c2c1	0.8	2	-8	-1.7	11	-13	-10	0	-1
Cc1c(C(=O)NCc2ccccc2)cnn1-c1ccccc1	-0.9	3	-6	-0.5	5	-4	-13	21	-1
CCn1c(=O)n(CC(=O)NCC2CCCO2)c(=O)c2c3c(sc21)CCCC3 (stereo not drawn)	-0.2	1	1	0.8	-2	11	-3	4	-2
CC(=O)NC(C)c1nc2ccccc2n1Cc1ccccc1F (stereo not drawn)	0.5	0	4	0.4	17	2	10	-24	5
CC1(C)Cc2cccc(OCC(=O)Nc3cc(S(C)(=O)=O)ccc3Cl)c2O1	0.4	2	-1	-1.3	4	13	-4	16	1
CN(C)CCCNCC(=O)Nc1ccccc1N1CCOCC1	-0.8	3	1	-0.5	1	-6	21	-23	4
CCOc1ccccc1/C=N/NC(=O)c1cc(C(C)C)[nH]n1	0.3	1	nt	-2.0	-4	-7	4	18	9
Cc1ccc(NC(=O)c2c(C)nn(-c3ccccc3)c2-n2cccc2)c(Cl)c1	0.8	4	-3	2.0	-3	nt	-33*	nt	2
COc1ccc(CCNC(=O)Cn2cc(C(=O)c3ccc(Cl)cc3)c(=O)c3ccc(C)nc32)cc1OC	-1.7	3	1	-1.4	2	-10	4	nt	16
COc1cccc(-c2nnc(SCC(=O)Nc3ccc(S(N)(=O)=O)cc3)n2C)c1	0.0	5	-1	0.4	6	-10	-8	0	5
Cc1c(C(=O)O)cccc1-c1ccc(/C=C2\SC(=O)NC2=O)o1	1.6	1	-4	-2.0	-2	11	-2	4	24
Cn1c(=O)n(C/C=C/c2ccccc2)c(=O)c2c1nc1n2CCN1c1ccc(Cl)cc1	2.7	1	-4	-0.1	-6	3	-9	nt	-1
Cc1ccc(C)c(NC(=O)CCC(=O)N2CCOc3ccccc32)c1	-0.4	0	-3	-0.2	-13	-1	31	-1	-2
Cc1cc(OC(=O)c2ccco2)c(Sc2ccccc2[N+](=O)[O-])c(=O)o1	0.9	2	3	-0.7	3	23	-2	34*	-3
O=C(O)C1CCCCN1C(=O)c1cc2c(s1)CCCCC2 (stereo not drawn)	0.4	2	-9	0.3	-3	4	-11	-23	-3
